Compound activity as filed in PubChem BioAssay.
Menin-MLL TR inh – menin-MLL binding inhibition, Texas Red mutant peptide; O00255; Menin + Texas Red MLL mutant peptide, fluorescence polarization; Potency, µM (titrated, usually from 61.6 µM), without a hit: at the top dose FP activity change, negative = inhibition, actives largely listed as inhibitors; 0.23% of 270,000 active; active = well fitted inhibition curve with a large enough effect in the polarisation, with a control signal flat, not every such curve was filed as active; inconclusive = small, poorly fitted or top-dose-only effect, or effect the other way, or a change in a side signal; inactive = no such curve, though single readings can be large or run the other way; the % refers to the polarisation; note: potency is the fitted concentration of half-maximal effect; % of control where 0% means no effect; many of its hits are not listed in these tables
TRPV1 ag – activates the human vanilloid receptor TRPV1; Q8NER1; TRPV1-expressing cells, Fluo-8 calcium influx, agonist mode; activation, % at 8.33 µM; 0.19% of 320,000 active; in the data active = activation above about 80%; inconclusive = between about 30% and that limit; note: 0% is about no effect
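Cells expressing TRPV1 were dye-loaded with Fluo-8 and read kinetically: 10 s baseline, 3 min after compound (agonist portion), then 2 min after EC20 capsaicin (allosteric enhancer portion). Calcium-bound dye fluorescence at 480/520 nm.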
PKM2 activator – PKM2 (human) enzyme activation | purified PKM2, Kinase-Glo ATP luminescence, activation; response scale: 0% is enzyme alone, no compound | Potency, µM (doses to about 57.5 µM), for the others: at the top dose activation, actives largely listed as activators | 0.34% of 260,000 active | AID 1631 | P14618; note: potency is the fitted concentration of half-maximal effect; % is set by controls: 0 for no effect and ±100 for the full control effect; nearly all actives have a fitted effect of over 55% in size
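hPK-M2, >95% pure; 0.1 mM ADP / 0.5 mM PEP final; imidazole pH7.2 buffer w/ 7 mM MgCl2, 50 mM KCl; 1 h RT; Kinase-Glo lum. Intermediate enzyme activity for dual inhibitor/activator qHTS.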
hERG WT inh – inhibitors of human wildtype KCNH2 potassium channel. U2OS, BacMam KCNH2, thallium flux FluxOr; active compounds read low. 0.37% of 340,000 active. AID 720551. activity change, % at 1.84 µM. Q12809;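 active = maximum activity change below -70%; inconclusive = maximum activity change between -70% and -50%; inactive = maximum activity change above -50%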; note: % is set by controls: 0 for no effect and ±100 for the full control effect
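U2OS cells transduced with wild-type KCNH2 virus are loaded with FluxOr dye for 45 min, and thallium flux is measured in kinetic reads before and after stimulation buffer. Rate constants are normalized to DMSO controls.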
CXXC DNA block – MLL CXXC-DNA interaction inhibition; Q03164; MLL-CXXC / FITC-HOXA9 DNA fluorescence polarization; Potency, µM (series often up to 115 µM), inactives show top-dose activity change, negative = inhibition, actives largely listed as inhibitors; 0.037% of 290,000 active; AID 2662; active = well fitted inhibition curve with a large enough effect in the polarisation, with a control signal flat, not every such curve was filed as active; inconclusive = small, poorly fitted or top-dose-only effect, or effect the other way, or a change in a side signal; inactive = no such curve, though single readings can be large or run the other way; the % refers to the polarisation; note: potency is the fitted concentration of half-maximal effect
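Purified MLL-CXXC (added from a 7 uM solution) was preincubated 5 min at ambient with pinned compounds in 50 mM Tris-HCl pH 7.5, 50 mM NaCl, 1 mM DTT, 0.05% BSA. Fluorescein-labeled HOX-A9 DNA (50 nM solution) followed, 30 min, then polarization read.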
USP2a inh – blocks human ubiquitin-specific protease USP2a. AID 463254. USP2 core, Ub-CHOP2 coupled fluorogenic reporter, 485/531. Potency, µM (top dose mostly 38.3 µM), without a hit: at the highest dose activity change, negative = inhibition, hits mostly inhibitors. 0.01% of 330,000 active;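 note: potency is the fitted concentration of half-maximal effect; plate controls were DMSO wells for no effect and full inhibition by NEM control for full effect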
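Deubiquitinase activity read as fluorescence (485/531 nm) after Ub-CHOP2 cleavage activates the enterokinase reporter on its substrate; USP2 core 10nM, Ub-CHOP2 and substrate 25nM each, 30min compound preincubation then 60min RT; data normalized to NEM, curves fitted.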
B2AR arrestin – beta2AR (human) beta-arrestin recruitment activity; beta-arrestin recruitment to beta2AR, cell-based reporter; Potency, µM (series often up to 46.1 µM), inactives show at the top dose activation, hits mostly activators; P07550; 0.02% of 330,000 active; AID 492947;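 note: potency is the fitted concentration of half-maximal effect; 0% = DMSO controls and full agonism = EC100 isoproterenol or metaproterenol; nearly all actives have a fitted effect of over 65% in size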
FBPA coupling cs – counter-screen for Giardia aldolase inhibitors: coupling enzyme system; coupling enzyme system counterscreen, AmpLite Red fluorescence; activity change, negative = inhibition, % at 58.2 µM, hits read low; 0.67% of 290,000 active; AID 2472; in the data active = activity change below about -30%; note: % is set by controls: 0 for no effect and ±100 for the full control effect
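Final compound at 57.5 uM, incubated 10 min at RT with coupling enzyme reagent (glyceraldehyde-3-phosphate), then 20 min with substrate and AmpLite Red detection. Fluorescence read at 525/598 nm; tests interference with the coupling assay, not aldolase inhibition.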
GALK inh – galactokinase (human) inhibition. 0.007% of 270,000 active. Purified GALK, Kinase-Glo residual ATP luminescence. Potency, µM (titrated, usually from 57.5 µM), inactives show at the top dose activity change, negative = inhibition, most hits filed as inhibitors. AID 1868; note: potency is the fitted concentration of half-maximal effect; % is set by controls: 0 for no effect and ±100 for the full control effect
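The enzyme phosphorylates galactose (100 uM) using ATP (35 uM); inhibition is detected as higher residual ATP, quantified by bioluminescence after 1 h reaction at room temperature, pH 8.0.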
Giardia kill – kills Giardia lamblia. Giardia lamblia trophozoite viability. activity change, % at 7.66 µM, hits read low. 0.15% of 340,000 active; in the data active = activity change below about -80%; inconclusive = between about -30% and that limit;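 note: parasites exposed to compound for two days anaerobically before the ATP read; % is set by controls: 0 for no effect and ±100 for the full control effect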
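Viability, read as ATP luminescence: trophozoites at 100 cells/well, compound added, 48 hrs anaerobic at 37 deg C, then 15-30 min room-temperature development before reading.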
KCNH2 3.1 block – KCNH2 3.1 (human) potassium channel inhibition | U2OS KCNH2 3.1, thallium flux FluxOr; active compounds read low | activity change, % (tested at about 1.8 µM) | 0.95% of 340,000 active | AID 720553;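 active = maximum activity change below -70%; inconclusive = maximum activity change from -70% to -50%; inactive = maximum activity change above -50%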;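 note: thallium influx rate constant from kinetic fluorescence after stimulation buffer; % is set by controls: 0 for no effect and ±100 for the full control effect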
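Normalized rate constant (relative to positive and negative DMSO controls) derived from a 2 min kinetic fluorescence read after stimulation; U2OS cells expressing the 3.1 isoform via virus at 1.77 x 10^8 /mL.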
* hit, by the source's call; u = inconclusive; x = not tested or not shown; [ ] = remark or other dose. Unless noted, calls come from the whole dose curve; as a rule, active = well fitted curve in the direction sought with a large enough effect; inconclusive = small, poorly fitted or top-dose-only effect, or another doubt; inactive = no such curve, though single readings can be large; an effect the other way counts as inactive or inconclusive. These rows are one share of the data (hit frequency here may not be typical).

cpd	Molecule	GALK inh	TRPV1 ag	PKM2 activator	KCNH2 3.1 block	CXXC DNA block	Menin-MLL TR inh	FBPA coupling cs	Giardia kill	hERG WT inh	B2AR arrestin	USP2a inh
1	Cc1ccc(NC2Nc3cc(C)nn3S2)c(C)c1 (stereo unspecified)	4%	-2	0%	12	3%	7%	1	-10	0	0.0%	1%
2	COc1ccc(C(=O)N2CCC(c3ccccc3)CC2)c(OC)c1OC	3%	0	1%	16	-6%	-7%	6	11	1	-0.3%	3%
3	CCc1nn(CCCC(=O)N2CCN(c3cccc(C)c3C)CC2)c(=O)c2cc3occc3n12	1%	3	x	2	10%	u	0	4	-12	-0.7%	-2%
4	CCCCn1c2nc3ccccc3nc2c2c(=O)n(CCC)cnc21	-1%	15	0%	-3	-2%	-12%	4	3	-1	-0.5%	1%
5	COc1ccc(Br)cc1CN1CCCCCC1	x	1	-1%	10	-2%	-11%	-1	-11	1	-5.0%	0%
6	COc1ccc(CNC2CCSc3ccccc32)cc1OC (stereo unspecified)	-1%	-2	x	8	0%	-21%	0	1	5	-0.3%	-4%
7	CCCCn1c(N)c(N(CCOC)C(=O)C2CCN(S(=O)(=O)c3ccc(F)cc3)CC2)c(=O)[nH]c1=O	x	-1	x	2	x	x	x	2	47	-0.4%	0%
8	CCOc1ccc(CCNC(=O)COC(=O)CNS(=O)(=O)c2ccc(NC(C)=O)cc2)cc1OCC	x	0	x	13	x	x	x	-14	0	0.0%	0%
9	COc1ccc2nc3oc(C(=O)NCCCOC(C)C)cc3cc2c1	-4%	0	x	5	-4%	-24%	0	22	-1	-0.1%	4%
10	CCN(CC)CCN1C(=O)C(=O)/C(=C(/O)c2c(C)[nH]c(C(=O)OC)c2C)C1c1ccco1 (stereo unspecified)	-1%	0	1%	-9	6%	-8%	-7	-8	-21	-0.4%	-4%
11	Nn1c(SCc2nc3ccccc3[nH]2)nnc1-c1cccnc1	6%	6	-2%	16	-5%	-2%	1	13	4	0.2%	2%
12	O=C(Nc1cc([N+](=O)[O-])ccc1N1CCCC1)c1cccs1	6%	-4	-1%	1	-3%	x	x	-16	1	3.4%	1%
13	O=C(O)CC(CC(=O)Nc1ccc(C(=O)O)cc1)c1ccccc1 (stereo unspecified)	-2%	x	0%	13	-2%	x	-1	-14	-12	-0.5%	-2%
14	CCC(=O)NC(c1ccccc1Cl)c1c(O)ccc2ccccc12 (stereo unspecified)	-1%	4	-4%	3	9%	16%	-8	10	6	2.7%	-1%
15	COc1ccc(C(=O)Cc2ccc(OC)c(OC)c2)cc1	2%	-1	-15%	-5	5%	-3%	-8	-4	-9	-0.4%	-5%
16	O=C(CCC(=O)N1CCSc2ccccc21)NC1CCCCC1	x	9	0%	-3	x	-8%	6	-15	-3	-0.6%	3%
17	COC(=O)c1cnn(-c2ccccc2)c1C(OC)OC	1%	4	-13%	6	-5%	x	-7	1	0	-0.1%	-3%
18	O=C(COc1ccccc1)NCc1n[nH]c(=S)n1-c1ccccc1	1%	-3	-20%	8	10%	11%	2	6	44	0.0%	3%
19	COc1cc(N)c(Cl)cc1C(=O)OCC(=O)NC1CCCC1	-1%	-1	-6%	-4	1%	0%	2	5	-3	-0.3%	1%
20	CCOC(=O)C(NC(=O)c1ccc(OC)cc1)(N1CCCC1=O)C(F)(F)F (stereo unspecified)	x	2	-2%	3	0%	3%	1	-15	-6	-0.3%	3%
21	COc1cccc(NC(=O)CN(C)C(=O)C23CC4CC(CC(Cl)(C4)C2)C3)c1	x	23	x	-32	x	x	x	-17	-18	0.0%	-1%
22	CCCCn1c(N)c(N(CC)C(=O)CCNC(=O)NC23CC4CC(CC(C4)C2)C3)c(=O)[nH]c1=O	-5%	3	-1%	-71*	-1%	u	4	7	-3	-0.4%	3%
23	Cc1csc(NC(=O)c2cncc(Br)c2)n1	8%	3	2%	6	29%	8%	-2	-12	5	-0.7%	-1%
24	Fc1ccc(CSc2ncnc3scc(-c4ccccc4)c23)cc1	-1%	4	3%	-11	-10%	-9%	5	3	-3	0.0%	-1%
25	O=C(OCc1nc2ccsc2c(=O)[nH]1)c1cc(Br)c(Br)s1	x	4	x	-16	x	x	x	-11	-2	-0.3%	0%
26	CSc1nnc(N2C(=O)C(O)=C(C(=O)c3ccc(C)o3)C2c2ccc(C)cc2)s1 (stereo unspecified)	-4%	29	x	-1	u	x	x	-16	-5	-0.3%	0%
27	O=C(Cc1ccccc1)NNc1ccc2ccccc2c1	12%	-3	-4%	-1	8%	-18%	0	10	-4	0.4%	2%
28	Cc1ccc(S(=O)(=O)N2CCN(C(=O)CCc3c[nH]c4ccccc34)CC2)cc1	x	2	x	4	x	x	x	15	-4	0.2%	-2%
29	O=C(CCCC(=O)c1ccccc1)Nc1ccc(O)cc1	0%	u	x	15	8%	26%	1	33[activator]	0	-0.4%	2%
30	CCCCC(O)(CCCC)C(=O)N/N=C(\C)c1ccc(Cl)cc1	1%	u	-13%	5	1%	x	5	8	-3	-0.5%	-1%
31	COc1ccc(C)cc1NC(=O)CN1C(=O)COc2ccc(S(=O)(=O)N3CCCCC3)cc21	-3%	u	x	-4	30%	-1%	0	-16	6	0.1%	1%
32	COc1ccc(CNC(=O)CSc2nc3cccnc3s2)cc1	0%	1	-1%	15	-2%	x	-1	u	1	0.0%	-1%
33	COc1cc(/C=N/NC(=S)NCc2ccco2)cc(OC)c1OC	-4%	-1	8%	1	4%	-16%	6	-3	-16	-0.6%	2%
34	CCc1nn(CC(=O)NCCc2ccc(Cl)cc2)c(=O)c2cccn12	2%	-2	x	-4	8%	x	x	-10	3	0.1%	-5%
35	CCN(C(=O)c1coc(=O)c2ccccc12)c1cc(OC)ccc1OC	-1%	7	0%	-14	7%	-13%	2	4	4	-0.1%	1%
36	Cc1cc(C)n(CC(=O)n2c(C)c(C)c3ccccc32)n1	-2%	3	3%	4	2%	-7%	3	-9	0	-0.3%	2%
37	O=C(c1cccc(C(=O)N(c2ccccn2)C2CCCCC2)c1)N(c1ccccn1)C1CCCCC1	12%	12	4%	-15	-5%	-21%	0	-7	-6	-0.3%	-5%
38	COc1ccccc1CNC(=O)C(C)n1nc(C)n2c(cc3occc32)c1=O (stereo unspecified)	-2%	1	x	5	7%	x	x	7	-2	0.0%	3%
39	COc1ccc(N(C(=O)c2csnn2)C(C(=O)NC2CCCC2)c2ccccc2)cc1 (stereo unspecified)	0%	-5	x	7	0%	-6%	3	-11	15	0.0%	3%
40	O=C(Nc1ccccc1)c1snc2c(=O)[nH]cnc12	1%	1	4%	8	0%	9%	-2	2	-5	-0.1%	-1%

Compounds listed so far that contain an NH in an aromatic ring, in the order listed:
cpd	Molecule	GALK inh	TRPV1 ag	PKM2 activator	KCNH2 3.1 block	CXXC DNA block	Menin-MLL TR inh	FBPA coupling cs	Giardia kill	hERG WT inh	B2AR arrestin	USP2a inh
7	CCCCn1c(N)c(N(CCOC)C(=O)C2CCN(S(=O)(=O)c3ccc(F)cc3)CC2)c(=O)[nH]c1=O	x	-1	x	2	x	x	x	2	47	-0.4%	0%
10	CCN(CC)CCN1C(=O)C(=O)/C(=C(/O)c2c(C)[nH]c(C(=O)OC)c2C)C1c1ccco1 (stereo unspecified)	-1%	0	1%	-9	6%	-8%	-7	-8	-21	-0.4%	-4%
11	Nn1c(SCc2nc3ccccc3[nH]2)nnc1-c1cccnc1	6%	6	-2%	16	-5%	-2%	1	13	4	0.2%	2%
18	O=C(COc1ccccc1)NCc1n[nH]c(=S)n1-c1ccccc1	1%	-3	-20%	8	10%	11%	2	6	44	0.0%	3%
22	CCCCn1c(N)c(N(CC)C(=O)CCNC(=O)NC23CC4CC(CC(C4)C2)C3)c(=O)[nH]c1=O	-5%	3	-1%	-71*	-1%	u	4	7	-3	-0.4%	3%
25	O=C(OCc1nc2ccsc2c(=O)[nH]1)c1cc(Br)c(Br)s1	x	4	x	-16	x	x	x	-11	-2	-0.3%	0%
28	Cc1ccc(S(=O)(=O)N2CCN(C(=O)CCc3c[nH]c4ccccc34)CC2)cc1	x	2	x	4	x	x	x	15	-4	0.2%	-2%
40	O=C(Nc1ccccc1)c1snc2c(=O)[nH]cnc12	1%	1	4%	8	0%	9%	-2	2	-5	-0.1%	-1%
